EPAC2 antagonist: blocks human EPAC2 exchange factor; Q8WZA2; EPAC2 GEF exchange of Rap1B-BODIPY-GDP, fluorescence; Potency, µM (highest dose often 114 µM), for the others: top-dose activity, negative = inhibition, hits mostly inhibitors; 360,000 tested, 0.18% active; AID 720708; also: % is scaled to controls: 0 for no effect and ±100 for the full control effect; nearly all actives have a fitted effect of over 45% in size; many of its hits are not listed in these tables
Target sequence (Q8WZA2 whole entry, looked up): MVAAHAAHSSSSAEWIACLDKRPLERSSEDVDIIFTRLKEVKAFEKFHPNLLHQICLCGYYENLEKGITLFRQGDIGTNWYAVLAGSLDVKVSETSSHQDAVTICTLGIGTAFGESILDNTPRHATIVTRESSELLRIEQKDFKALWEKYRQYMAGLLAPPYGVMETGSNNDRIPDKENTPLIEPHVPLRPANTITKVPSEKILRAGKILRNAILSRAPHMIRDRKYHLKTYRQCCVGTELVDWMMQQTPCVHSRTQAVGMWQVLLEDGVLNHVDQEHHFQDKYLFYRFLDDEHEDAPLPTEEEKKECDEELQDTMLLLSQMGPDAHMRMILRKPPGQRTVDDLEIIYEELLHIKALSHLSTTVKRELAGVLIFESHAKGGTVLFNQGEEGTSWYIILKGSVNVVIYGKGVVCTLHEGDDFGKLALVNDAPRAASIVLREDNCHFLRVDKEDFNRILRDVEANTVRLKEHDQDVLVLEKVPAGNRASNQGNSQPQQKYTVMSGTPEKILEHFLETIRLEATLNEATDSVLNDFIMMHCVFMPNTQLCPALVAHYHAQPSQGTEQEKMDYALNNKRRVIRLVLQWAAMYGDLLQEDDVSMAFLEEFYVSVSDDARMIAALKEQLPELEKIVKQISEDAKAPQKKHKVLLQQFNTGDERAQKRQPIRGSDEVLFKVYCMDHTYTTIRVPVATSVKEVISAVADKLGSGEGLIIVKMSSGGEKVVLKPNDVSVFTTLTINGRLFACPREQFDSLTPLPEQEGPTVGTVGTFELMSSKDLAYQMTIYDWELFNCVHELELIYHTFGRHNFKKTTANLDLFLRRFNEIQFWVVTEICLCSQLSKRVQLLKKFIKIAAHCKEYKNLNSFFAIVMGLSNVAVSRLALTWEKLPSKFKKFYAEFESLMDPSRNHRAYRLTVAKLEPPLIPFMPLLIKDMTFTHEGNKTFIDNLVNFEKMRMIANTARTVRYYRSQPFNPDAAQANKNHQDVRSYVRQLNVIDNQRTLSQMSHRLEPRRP
MCF10A rereplic: DNA re-replication induction in MCF 10a cells. MCF 10A DNA re-replication, Hoechst nuclear intensity, 48 h. Potency, µM (doses to about 46.1 µM), for the others: at the highest dose activity, positive = re-replication, actives largely listed as activators. 350,000 tested, 2.9% active; also: % of control where 0% means no effect; nearly all actives have a fitted effect of over 50% in size
Nrf2 activator: Nrf2 pathway activation. AREc32 ARE-luciferase reporter (MCF7-derived line), luminescence, 24 h. Potency, µM (highest dose often 46.1 µM), for inactives: at the highest dose activation, most hits filed as activators. 410,000 tested, 0.31% active; also: % of control where 0% means no effect; nearly all actives have a fitted effect of over 65% in size
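Nrf2 activation is followed as ARE-luciferase induction in the AREc32 line after one day of compound treatment; luminescence is read with Steady-Glo.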
ATXN2 expr inh: reduces ATXN2 reporter expression in HEK-293 cells; HEK-293 ATXN2-luciferase reporter, luminescence, 24 h; Potency, µM (series often up to 57 µM), without a hit: top-dose activity change, negative = inhibition, most hits filed as inhibitors; 360,000 tested, 0.72% active; AID 1745845; also: % is scaled to controls: 0 for no effect and ±100 for the full control effect; nearly all actives have a fitted effect of over 55% in size
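qHTS (up to 57 uM final) was run with 24 h compound exposure of reporter cells at 37 °C. Each well was multiplexed: SteadyGlo luminescence measured ATXN2-luciferase expression after a fluorogenic Gly-Phe-AFC viability readout (25 uM final).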
Nrf2 block: inhibitors of Nrf2 signaling. A549 ARE-Fluc reporter, luciferase luminescence, 18-24 h. Potency, µM (series often up to 46 µM), for inactives: top-dose activity change, negative = inhibition, hits mostly inhibitors. 360,000 tested, 2.1% active; also: % is scaled to controls: 0 for no effect and ±100 for the full control effect; nearly all actives have a fitted effect of over 60% in size
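In this cell-based qHTS, ARE-driven firefly luciferase in A549 cells reports Nrf2 activity; the luminescent signal after BugLite lysis is the measured value, with a prior CellTiter-Fluor read for cell health.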
HepG2 tox: counter-screen for TGF-b inhibitors: cytotoxicity in HepG2 cells. HepG2 CAGA-GFP viability, ATP luminescence, 18 h. AID 588856. 410,000 tested, 0.76% active. Potency, µM (top dose mostly 46.1 µM), inactives show top-dose activity change, negative = cytotoxicity, most hits filed as cytotoxic; also: some results filed as inactive show a strong effect at the top dose
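CellTiter-Glo luminescence gave cytotoxicity after 18 hours at 37 degrees C. The cells were HepG2 CAGA-GFP in 1% FBS DMEM, stimulated with 500 pg/mL TGF-beta after compound addition. %Activity was normalised to no-cell wells (complete cell-killing) and DMSO (no toxicity), and curves were fitted and classified.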
TGFb inhibitor: TGF-b pathway inhibition. HepG2 CAGA-GFP TGF-b/SMAD3 reporter, GFP fluorescence, 18 h; TGF-beta stimulated, 500 pg/mL final. Potency, µM (top dose mostly 46.1 µM), inactives show at the highest dose activity, negative = inhibition, hits mostly inhibitors. 410,000 tested, 1.2% active. AID 588855; also: % is scaled to controls: 0 for no effect and ±100 for the full control effect; nearly all actives have a fitted effect of over 65% in size
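HEPG2 CAGA-GFP, 1000 cells/well; 2 h settle, 37 C; cpd via pin tool; TGF-b 500 pg/mL final; 18 h, 37 C; GFP imaging ex488/em500-530; %Activity normalised to -TGF-b and +DMSO controls; CRC fit, curve class.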
A549 viability: kills or reduces viability of A549 cells in Nrf2 counter-screen | 390,000 tested, 0.16% active | Potency, µM (doses to about 46 µM), for inactives: at the top dose activity change, negative = cytotoxicity, most hits filed as inhibitors | A549 ARE-Fluc cells, CellTiter-Fluor viability, 18-24 h; also: % is scaled to controls: 0 for no effect and ±100 for the full control effect
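A549 ARE_Fluc cells in 5% FBS OPTI-MEM were exposed to compounds in concentration-response for 18-24 h at 37 deg C. Viability was read by CellTiter-Fluor fluorescence (Ex 405/Em 525) after 30 min, before the luciferase read.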
S2 tox: viability counter-screen for ATXN expression inhibitors | 400,000 tested, 0.49% active | Potency, µM (titrated, usually from 56.7 µM), actives largely listed as cytotoxic | S2 cells (HEK-293 line with an ATXN2-luciferase reporter) viability, CellTiter-Fluor protease fluorescence, 24 h | AID 651635; also: nearly all actives have a fitted effect of over 40% in size
Numbers without * were called inactive; ! = not active in a repeat; [ ] = dose if it differs, or a comment. Calls follow the shape of the dose curve; as a rule, active = well fitted curve in the direction sought with a large enough effect; inconclusive = small, poorly fitted or top-dose-only effect, or another doubt; inactive = no such curve, though single readings can be large; an effect the other way counts as inactive or inconclusive. Potency is read from the fitted curve at half-maximal effect.

The opening 4 records, to show the layout:
Screening C[C@]12CC[C@@H](O)C[C@@H]1CC[C@@H]1[C@@H]2CC[C@]2(C)C(=O)[C@H](O)C[C@@H]12 returned EPAC2 antagonist 1%, Nrf2 activator -1.0%, HepG2 tox 3%, TGFb inhibitor -14% and S2 tox inactive.
`CN(C)C(=O)Oc1cccc(NC(=O)c2ccccc2C(F)(F)F)c1` gave EPAC2 antagonist -10%, MCF10A rereplic 2%, Nrf2 activator -0.5%, ATXN2 expr inh 2%, Nrf2 block -8%, HepG2 tox -8%, TGFb inhibitor 23%, A549 viability 0% and S2 tox inactive.
Screening C[C@]12CC[C@H](O)CC1C(=O)CC1C2CC[C@@]2(C)C1CC[C@@H]2O (some centres undefined) returned EPAC2 antagonist 19%, MCF10A rereplic -2%, Nrf2 activator 2.9%, ATXN2 expr inh 10%, Nrf2 block -4%, HepG2 tox -7%, TGFb inhibitor 1%, A549 viability -4% and S2 tox inactive.
Screening CCC(=O)Nc1ccc(N2CCN(CC)CC2)c(Cl)c1 returned EPAC2 antagonist 4%, MCF10A rereplic -3%, Nrf2 activator 0.4%, ATXN2 expr inh 4%, Nrf2 block 0%, HepG2 tox 0%, TGFb inhibitor -1%, A549 viability -2% and S2 tox inactive.

Results, previewed entries included:
Screening C[C@]12CC[C@@H](O)C[C@@H]1CC[C@@H]1[C@@H]2CC[C@]2(C)C(=O)[C@H](O)C[C@@H]12 returned EPAC2 antagonist 1%, Nrf2 activator -1.0%, HepG2 tox 3%, TGFb inhibitor -14% and S2 tox inactive.
`CN(C)C(=O)Oc1cccc(NC(=O)c2ccccc2C(F)(F)F)c1` gave EPAC2 antagonist -10%, MCF10A rereplic 2%, Nrf2 activator -0.5%, ATXN2 expr inh 2%, Nrf2 block -8%, HepG2 tox -8%, TGFb inhibitor 23%, A549 viability 0% and S2 tox inactive.
Screening C[C@]12CC[C@H](O)CC1C(=O)CC1C2CC[C@@]2(C)C1CC[C@@H]2O (some centres undefined) returned EPAC2 antagonist 19%, MCF10A rereplic -2%, Nrf2 activator 2.9%, ATXN2 expr inh 10%, Nrf2 block -4%, HepG2 tox -7%, TGFb inhibitor 1%, A549 viability -4% and S2 tox inactive.
Screening CCC(=O)Nc1ccc(N2CCN(CC)CC2)c(Cl)c1 returned EPAC2 antagonist 4%, MCF10A rereplic -3%, Nrf2 activator 0.4%, ATXN2 expr inh 4%, Nrf2 block 0%, HepG2 tox 0%, TGFb inhibitor -1%, A549 viability -2% and S2 tox inactive.
COP(=O)(CC(=O)O)c1ccccc1 (centres undefined) was read as EPAC2 antagonist -2%, MCF10A rereplic 17%, Nrf2 activator -0.8%, ATXN2 expr inh 2%, Nrf2 block 16%, HepG2 tox 4%, TGFb inhibitor -9%, A549 viability -2% and S2 tox inactive.
For O=c1[nH]c2ccccc2o1 the results were EPAC2 antagonist -20%, MCF10A rereplic 4%, Nrf2 activator -0.5%, ATXN2 expr inh -10%, Nrf2 block -7%, HepG2 tox -48%, TGFb inhibitor 10%, A549 viability 2% and S2 tox inactive.
C[C@@H]1C(=O)O[C@@H]2[C@H](O)C34[C@@H]5OC(=O)C3(O[C@H]3OC(=O)[C@H](O)C34[C@H](C(C)(C)C)[C@H]5O)[C@@]12O (some centres undefined) was read as EPAC2 antagonist 12%, MCF10A rereplic inconclusive, Nrf2 activator -0.8%, ATXN2 expr inh -4%, Nrf2 block -8%, HepG2 tox -2%, TGFb inhibitor 1%, A549 viability -1% and S2 tox inactive.
Cc1ncc(CN2CCCC(C(=O)c3ccc(C(C)(C)C)cc3)C2)s1 (centres undefined) was read as EPAC2 antagonist -19%, MCF10A rereplic inconclusive, Nrf2 activator 1.5%, ATXN2 expr inh 5%, Nrf2 block inconclusive, HepG2 tox -39%, TGFb inhibitor -11%, A549 viability -10% and S2 tox inactive.
Screening Brc1cccc(CNCCc2ccc3c(c2)OCO3)c1 returned EPAC2 antagonist 6%, MCF10A rereplic 15%, Nrf2 activator 3.2%, Nrf2 block 6%, HepG2 tox -18%, TGFb inhibitor -17% and A549 viability -4%.
For CCN1C(=O)C(=C/C=C/c2ccco2)C(=O)N(CC)C1=S the results were EPAC2 antagonist 6%, MCF10A rereplic 0%, Nrf2 activator 2.7%, ATXN2 expr inh -2%, Nrf2 block -4%, HepG2 tox 2%, TGFb inhibitor 17%, A549 viability -14% and S2 tox inactive.
For Clc1ccc(C(c2ccc(Cl)cc2)n2cc[n+](CC(OCc3ccc(Cl)cc3Cl)c3ccc(Cl)cc3Cl)c2)cc1 (centres undefined) the results were EPAC2 antagonist -13%, MCF10A rereplic 5.2µM*, Nrf2 activator -3.0%, ATXN2 expr inh 28µM*!, Nrf2 block inconclusive, HepG2 tox 13µM*, TGFb inhibitor 18µM*, A549 viability inconclusive and S2 tox 18µM*.
For CN(C)C(=O)Oc1noc2cc(Cl)ccc12 the results were EPAC2 antagonist 0%, MCF10A rereplic 24%, Nrf2 activator 0.9%, ATXN2 expr inh -9%, Nrf2 block -5%, HepG2 tox -51%, TGFb inhibitor 2%, A549 viability -12% and S2 tox inactive.
For CCN(CC)c1ccc(NC(=O)c2cccc(C)c2)cc1S(=O)(=O)Nc1ccccc1OC the results were EPAC2 antagonist -7%, MCF10A rereplic 0%, Nrf2 activator -0.3%[9.22 µM], ATXN2 expr inh -1%, Nrf2 block inconclusive, HepG2 tox -12%, TGFb inhibitor -22%, A549 viability 9% and S2 tox inactive.
Screening Cc1cc(C)cc(OCCOc2cccc(C=C3C(=O)NC(=O)NC3=O)c2)c1 returned EPAC2 antagonist -30%, MCF10A rereplic 0%, Nrf2 activator -0.7%, ATXN2 expr inh -23%, Nrf2 block -3%, HepG2 tox -18%, TGFb inhibitor -15%, A549 viability -18% and S2 tox inconclusive.
`C=C1C(=O)O[C@@H]2C[C@@H](C)[C@@H]3C=CC(=O)[C@@]3(C)[C@@H](O)[C@H]12` gave EPAC2 antagonist -5%, MCF10A rereplic 0.92µM*, Nrf2 activator -2.9%, ATXN2 expr inh 1.8µM*, Nrf2 block 3.7µM*, HepG2 tox 11µM*, TGFb inhibitor 4µM* and A549 viability 9.2µM*.
For CC1([N+](=O)[O-])COP(=O)(NC2CCCC2)OC1 (centres undefined) the results were EPAC2 antagonist 20%, MCF10A rereplic -3%, Nrf2 activator -0.4%, ATXN2 expr inh -16%, Nrf2 block 0%, HepG2 tox -3%, TGFb inhibitor -5%, A549 viability -1% and S2 tox inactive.
For CCN1C[C@@]2(COC)C3[C@@H](OC)[C@H]4[C@@H]1[C@@]3(C1C[C@H]3[C@H](OC(C)=O)C1[C@]4(OC(C)=O)C[C@H]3OC)[C@@H](OC)C[C@H]2OC(C)=O (some centres undefined) the results were EPAC2 antagonist -4%, MCF10A rereplic 4%, Nrf2 activator -0.7%, ATXN2 expr inh 1%, Nrf2 block -2%, HepG2 tox -15%, TGFb inhibitor -13%, A549 viability 1% and S2 tox inactive.
CCOC(=O)C1=C(C)OC(N)=C(C(=O)OCC)C12C(=O)Nc1ccc(Br)cc12 (centres undefined) was read as EPAC2 antagonist 0%, MCF10A rereplic -3%, Nrf2 activator 4.3%, ATXN2 expr inh -10%, Nrf2 block 25%, HepG2 tox -17%, TGFb inhibitor 4%, A549 viability -2% and S2 tox inactive.
`COc1ccc(C(c2nnnn2Cc2ccccc2)N2CCC(n3c(=O)[nH]c4ccccc43)CC2)cc1` (centres undefined) gave EPAC2 antagonist -14%, Nrf2 activator 0.3%, ATXN2 expr inh inconclusive, HepG2 tox 1% and TGFb inhibitor inconclusive.
`Cc1ccccc1N1C(=O)CC(=O)NC1=O` gave EPAC2 antagonist 6%, MCF10A rereplic -4%, Nrf2 activator -0.4%, ATXN2 expr inh 1%, Nrf2 block 11%, HepG2 tox 5%, TGFb inhibitor -5%, A549 viability -9% and S2 tox inconclusive.
CCCNC(=O)c1c(N)n(Cc2ccc3c(c2)OCO3)c2nc3ccccc3nc12 was read as EPAC2 antagonist -13%, MCF10A rereplic 0.65µM*, Nrf2 activator -0.1%, ATXN2 expr inh -27%, Nrf2 block 12%, HepG2 tox -4%, TGFb inhibitor inconclusive, A549 viability -11% and S2 tox inactive.
For CCOCCCn1c(N)c(C(=O)Nc2sc3c(c2C(=O)OC)CCCC3)c2nc3ccccc3nc21 the results were EPAC2 antagonist 10%, MCF10A rereplic -2%, Nrf2 activator -0.8%, ATXN2 expr inh -9%, Nrf2 block 1%, HepG2 tox 1%, TGFb inhibitor 1%, A549 viability 4% and S2 tox inactive.
Cc1ccc(CN2CCN(Cc3ccccc3F)CC2)cc1 was read as EPAC2 antagonist 5%, MCF10A rereplic 10%, Nrf2 activator -0.5%, Nrf2 block -11%, HepG2 tox 10%, TGFb inhibitor -5%, A549 viability 7% and S2 tox inconclusive.
Screening Cc1cc(N2CCCCC2)ccc1C=C1C(=O)N(C)C(=S)N(C)C1=O returned EPAC2 antagonist 0%, MCF10A rereplic 8%, Nrf2 activator 0.0%, ATXN2 expr inh -10%, Nrf2 block 14%, HepG2 tox -16%, TGFb inhibitor inconclusive, A549 viability -4% and S2 tox inactive.
`Cc1cc(OC(=O)N(C)C)nc(SCc2c(Cl)cccc2Cl)n1` gave EPAC2 antagonist 6%, MCF10A rereplic 10%, Nrf2 activator -0.2%, Nrf2 block inconclusive, HepG2 tox 8.9µM*, TGFb inhibitor -27%, A549 viability 7% and S2 tox inactive.
For Cc1nonc1OCCNc1ccc([N+](=O)[O-])c2cccnc12 the results were EPAC2 antagonist -3%, MCF10A rereplic 5%, Nrf2 activator 0.1%, ATXN2 expr inh -13%, Nrf2 block -28%, HepG2 tox -15%, TGFb inhibitor inconclusive, A549 viability -10% and S2 tox inactive.
Screening N/C(=N\OC(=O)CCC1CCCC1)c1ccccc1 returned EPAC2 antagonist -12%, MCF10A rereplic 13%, Nrf2 activator 6.9%, ATXN2 expr inh 8%, Nrf2 block inconclusive, HepG2 tox 5%, TGFb inhibitor 2%, A549 viability 0% and S2 tox inactive.

Only part of the results is shown; rates above refer to the full screens.
